ROC1-CUL1 inh = human ROC1-CUL1 E3 ligase inhibition; AID 1347404; inhibition, % at 10 µM; actives 0.6% (n = 140,000); P62877+Q13616; in vitro K48 di-Ub FRET, acceptor:donor ratio, 45 min; in the data active = inhibition above about 25%
Target sequence (P62877 whole entry, looked up): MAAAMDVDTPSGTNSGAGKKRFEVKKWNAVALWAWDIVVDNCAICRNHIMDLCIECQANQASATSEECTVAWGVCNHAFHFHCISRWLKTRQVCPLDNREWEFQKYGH
Target sequence (Q13616 whole entry, looked up): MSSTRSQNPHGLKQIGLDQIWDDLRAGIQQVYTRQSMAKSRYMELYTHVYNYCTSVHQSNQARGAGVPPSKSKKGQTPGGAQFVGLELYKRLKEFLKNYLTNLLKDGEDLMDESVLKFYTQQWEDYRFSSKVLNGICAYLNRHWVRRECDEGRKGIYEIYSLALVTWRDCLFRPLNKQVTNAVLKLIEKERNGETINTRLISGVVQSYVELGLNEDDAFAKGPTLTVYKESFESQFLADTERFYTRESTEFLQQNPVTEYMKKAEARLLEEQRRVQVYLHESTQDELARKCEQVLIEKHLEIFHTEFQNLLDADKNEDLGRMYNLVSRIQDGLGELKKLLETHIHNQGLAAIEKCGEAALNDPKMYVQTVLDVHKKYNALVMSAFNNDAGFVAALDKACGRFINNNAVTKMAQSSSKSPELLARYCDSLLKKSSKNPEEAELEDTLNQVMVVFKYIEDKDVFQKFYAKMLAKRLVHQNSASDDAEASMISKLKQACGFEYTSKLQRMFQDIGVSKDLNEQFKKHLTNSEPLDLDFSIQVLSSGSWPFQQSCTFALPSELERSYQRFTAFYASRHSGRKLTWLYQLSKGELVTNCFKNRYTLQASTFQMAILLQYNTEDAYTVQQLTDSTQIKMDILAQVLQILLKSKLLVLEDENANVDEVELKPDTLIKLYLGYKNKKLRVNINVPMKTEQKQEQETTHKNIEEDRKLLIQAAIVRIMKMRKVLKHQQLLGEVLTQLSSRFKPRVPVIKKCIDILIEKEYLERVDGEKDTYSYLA
* marks the source's active call; other numbers are inactive results.

SMILES | ROC1-CUL1 inh
Cc1cc(C)n(CC(=O)N2CCOc3c(cc(-c4csc5ccccc45)cc3OCc3ccccn3)C2)n1 | 4
CN(C(=O)CC(c1ccccc1)c1ccccc1Cl)C1CCOCC1 (stereo not given) | 0
Cc1ccc(CNC(=O)CSc2nnc(C)c3c(C)n(-c4ccccc4)nc23)cc1 | 1
Cc1ccc(S(=O)(=O)Nc2cccc(C(=O)NC(C)(C)CO)c2)cc1 | 1
CCOC(=O)C(NC(=O)Nc1ccc(S(=O)(=O)Nc2ccc(OC)nn2)cc1)(OCC)C(F)(F)F (stereo not given) | 2
O=C(c1ccccc1)N1CCN(c2ccccc2)CC1 | 5
Cc1nc(-c2ccccc2)sc1-c1ccc(SCC(=O)Nc2cccc(C(F)(F)F)c2)nn1 | -6
Cc1ccc(OCCn2cc(C(=O)c3cccs3)c3ccccc32)cc1 | -7
CN1CCCC(C(=O)NCc2cccnc2Oc2ccc(F)cc2F)C1 (stereo not given) | -3
CCCCC(CC)CNC(=O)CCCn1c(=O)[nH]c2ccsc2c1=O (stereo not given) | 3
O=c1oc2ccccc2cc1-c1cn2cc(Cc3ccc(F)cc3)sc2n1 | 1
O=C(Nc1nnc(CCN2CCCCC2)s1)c1cncc(Br)c1 | 4
Cc1nc2nc(=O)[nH]c(N)c2nc1C | 8
CC(OC(=O)c1ccc(-c2nnc(-c3ccccc3)o2)cc1)C(=O)c1ccccc1 (stereo not given) | -5
Cc1nc(CCNc2nc(-c3ccccc3)nc3ccccc23)cc(=O)[nH]1 | 6
CS(=O)(=O)Nc1ccc(-c2nc3ccccc3s2)cc1 | -5
CCCCOc1ccccc1NC(=O)c1ccc(C(C)(C)C)cc1 | -8
CCN(CC)C(=O)Cn1c(SCCOc2ccc(Cl)cc2)nc2ccccc21 | -5
CCOC(=O)CSc1nc2sc3c(c2c(=O)n1-c1ccccc1)CC(C(C)C)OC3 (stereo not given) | -1
CN(Cc1ccc(F)cc1)S(=O)(=O)c1nnc(NC(=O)c2ccccc2)s1 | -4
Cc1ccc(C)c(N2CCN(C(=O)c3cc(S(=O)(=O)N4CCCCCC4)cn3C)CC2)c1 | 2
CCN(CC)C(=O)c1sc(NC(=O)c2cc(-c3ccc(C)s3)nc3ccccc23)c(C#N)c1C | -5
COc1cc2nc(Nc3ccc(C)c(C)c3)nc(N)c2cc1OC | -5
COc1cc(/C=N/NC(=O)c2sc(N)c(C#N)c2C)cc(Br)c1O | 10
CN1C(=O)CC(CC(=O)N2CCCC2c2nccs2)(c2ccc(-c3ccccc3)cc2)C1=O (stereo not given) | -4
C[C@@H](NC(=O)C1CCN(S(=O)(=O)N(C)C)CC1)c1ccccc1 | -1
Cc1ccccc1C(=O)Nc1ccc(S(=O)(=O)N2CCC(c3nc4ccccc4s3)CC2)cc1 | -3
Cc1cccc(C(=O)Nc2cnc3sc(C)nn3c2=O)c1 | 7
CC(=O)Nc1ccc2nc(SCCOc3cc(C)cc(C)c3)sc2c1 | -3
O=C(CCn1c(=O)c2cccn2c2cccnc21)Nc1ccccc1C(F)(F)F | -4
CCCCCC(=O)Oc1cccc(C)c1C | 4
O=C(NCc1cccs1)c1nn(-c2ccccc2)nc1CO | -3
COc1ccc(N=CC2C(=O)NC(=S)N(c3ccc(OC)cc3)C2=O)cc1 (stereo not given) | -4
COc1ccc(Cl)cc1NC(=O)Cc1coc2c(C)c(C)ccc12 | 6
O=C(Nc1cccc(-c2nc3ccccc3c(=O)o2)c1)c1cccs1 | -4
COCCCN1C(=O)CC(CC(=O)N(CCO)Cc2ccccc2)(c2ccccc2OC)C1=O (stereo not given) | -2
Cc1cccc(CN2CCCC3(CCN(Cc4cnn(C)c4)C3)C2)c1 (stereo not given) | -2
Cc1nnc(NC(=O)N2CCCC2c2nonc2C)s1 (stereo not given) | -8
CCOC(=O)c1c(C)[nH]c(C)c1S(=O)(=O)NCC(=O)Nc1cc(Cl)ccc1OC | -11
Cc1ccc(-c2nnc3sc(-c4ccco4)nn23)cc1 | 10
CCN1CCCCC1C(=O)N1CCc2[nH]nc(-c3ccc(F)cc3F)c2C1 (stereo not given) | -3
Cc1cc(C)cc(NC(=O)C2CCN(C(=O)c3ccccc3F)CC2)c1 | 5
CCc1nc(CN2CCCC(CNC(=O)c3cc(OC)cc(OC)c3)C2)c(C)[nH]1 (stereo not given) | -3
COc1cc(C(=O)NCCCn2ccnc2)cc(OC)c1OC | 0
COc1ccc(N2CCN(S(=O)(=O)c3ccc(F)c(Cl)c3)CC2)cc1 | -1
Cn1c(Cc2ccccc2)nnc1SCC(=O)Nc1ccc(Br)cc1 | 6
CCCN1Cc2cccc(C(=O)Nc3cc(Cl)ccc3C)c2C1=O | 0
OC1CCCCc2c1[nH]c1ccc(Cl)cc21 (stereo not given) | 0
CC(=O)c1ccc(NC(=O)Cn2c(=O)c3cccn3c3ccccc32)cc1 | 3
C=CCNC(=S)NNC(=O)Cn1nnc2ccccc21 | 3
NC(=S)Nc1ccc(C2Cc3c(Cl)cccc3O2)cc1 (stereo not given) | 6
COc1ccc(CCN2C(=O)CSC2c2ccc([N+](=O)[O-])cc2)cc1OC (stereo not given) | -10
CCCOc1ccc(Cn2c(=O)oc3ccc(C)cc32)cc1OC | 7
Cc1cccc(C)c1OCC(=O)NC(C)(C)C | -9
Cc1ccccc1NC(=O)Cn1c(=O)n(Cc2ccc3c(c2)OCO3)c(=O)c2oc3ccccc3c21 | -3
C=CCNS(=O)(=O)c1ccc(NS(C)(=O)=O)cc1 | -7
COc1cc(C=C2C(=O)NC(=S)NC2=O)cc(Cl)c1OCCOc1ccc(Cl)c(C)c1 | -2
COc1ccc(-n2c(SCCc3ccccc3)nc3sc4c(c3c2=O)CCC(C(C)(C)C)C4)cc1 (stereo not given) | -3
COc1cccc(C2c3c(oc4ccccc4c3=O)C(=O)N2Cc2ccc(C)cc2)c1 (stereo not given) | -2
O=C(Nc1ccccc1C(=O)N1CCCCC1)c1cccc(F)c1 | 4

Retrieved by compound from the entries so far (two):
SMILES | ROC1-CUL1 inh
O=C(Nc1cccc(-c2nc3ccccc3c(=O)o2)c1)c1cccs1 | -4
CCCCC(CC)CNC(=O)CCCn1c(=O)[nH]c2ccsc2c1=O (stereo not given) | 3

Other compounds
SMILES | ROC1-CUL1 inh
CCSc1ncc(CNCc2cccnc2N2CCCC(O)C2)cn1 (stereo not given) | 14
CCOC(=O)c1ccc(-n2c(C)cc(=O)[nH]c2=O)cc1 | 3
COC(=O)CN1C(=O)S/C(=C/c2ccc(OCc3cccc4ccccc34)cc2)C1=O | 11
COC(=O)COc1cc(Br)c(/C=C2/SC(=O)NC2=O)cc1OC | 4
CN(C)C(=O)Cn1ccc(-c2cccc(-c3ccccn3)c2)n1 | 7
COC(=O)C1=Nc2nnnn2C(c2ccc(F)cc2)C1C(=O)c1ccccc1 (stereo not given) | 0
Cc1nc2sccn2c(=O)c1S(=O)(=O)Nc1ccc(N2CCOCC2)c(Cl)c1 | 6
CCCOC(=O)c1c(NC(=O)c2ccc([N+](=O)[O-])cc2)sc(C)c1-c1ccc(CCC)cc1 | -3
CCOC(=O)c1nn(-c2cccc(Cl)c2)c2nnc(C)c(=O)n12 | -3
CN1C(=O)C(C=Nc2ccccc2)c2ccccc21 (stereo not given) | 2
CCOC(=O)C1=C(C(=O)OCC)SC2(S1)C(C(=O)OCC)=C(C(=O)OCC)SC1=C2c2ccc(C)cc2N(C(C)=O)C1(C)C | -5
COc1ccc(N2CCN(Cc3nc4c(c(=O)[nH]c(=O)n4C)n3Cc3ccccc3F)CC2)cc1 | -7
Cc1ccc(OCC(O)CN2CCN(Cc3ccc4c(c3)OCO4)CC2)c(C(C)(C)C)c1 (stereo not given) | -6
Cc1noc(Cn2c(=O)c3ccccc3n(CC(=O)Nc3ccc(F)cc3F)c2=O)n1 | -8
CC(C)(O)C#Cc1ccc(C(=O)NCCc2ccccc2)cc1 | 1
Cc1nc2nc(SCc3ccccc3)[nH]n2c(=O)c1C | 13
CCCCOc1ccc(C2c3c(n[nH]c3CCC)OC(=N)C2C#N)cc1OC (stereo not given) | 7
O=S(=O)(Nc1cnn(Cc2ccc(Cl)c(Cl)c2)c1)c1ccc(Br)cc1 | 0
O=C(CSc1nnc(-c2ccccc2)c(-c2ccccc2)n1)NC1CCCC1 | 7
COC(=O)c1cccc(NC(=O)c2cc(OC)c(OC)c(OC)c2Br)c1 | 5
O=C(NCCCn1ccnc1)c1ccc(Br)cc1 | -2
O=C(/C=C/c1ccccc1)Oc1ccccc1-c1nc2ccccc2o1 | -2
COCC(=O)Nc1cc(C(=O)N(C)CC2Cc3ccccc3O2)cc2ncn(CCc3ccccc3)c12 (stereo not given) | -8
C#CC(C)(C)OC(=O)c1ccc(OC)cc1 | 1
Cc1ccc(C(=O)C2C(=O)C(=O)N(c3nccs3)C2c2cccc(OCCC(C)C)c2)o1 (stereo not given) | 13
CCCNC(=O)C1CCN(Cc2ccc(C)cc2)CC1 | 2
O=C(CSc1nc(-c2cccs2)nc2cc(=O)[nH]n12)Nc1ccc(F)cc1 | 5
C=CCN1C(=O)NC(=O)/C(=C\c2cc(Br)ccc2OCc2ccc(Cl)cc2Cl)C1=O | 101*
N#CC1=C(C(F)(F)F)CC(c2ccccc2)=NC1=S | 10
CSc1nn(Cc2cccc(Cl)c2)c(N(C(C)=O)C(C)=O)c1S(=O)(=O)c1ccccc1 | -5
Cc1nc(-c2cccc(F)c2)sc1CCNC(=O)c1c(F)cccc1Cl | -6
CCn1c(CNC(=O)c2ccc(OC)c(OC)c2)n[nH]c1=S | 0
CCC(=O)N1CCCc2cc(S(=O)(=O)N3CCC(C(=O)Nc4cccc(Cl)c4)CC3)ccc21 | -11
OCc1cn(C2CCN(Cc3ccc(-c4ccn[nH]4)o3)CC2)nn1 | 9
Nc1c(C(=O)Nc2cccc(F)c2)sc2nc(-c3ccc4c(c3)OCO4)ccc12 | 2
CS(=O)(=O)N(CC(=O)NCc1ccncc1)c1cccc(Cl)c1Cl | 5
Nn1c(SCC(=O)Nc2cccc(Cl)c2Cl)nnc1-c1ccc(Cl)c(Cl)c1 | -1
CCCCNC(=O)CCn1c(=O)c2cccn2c2ccc(F)cc21 | -3
CCOC(=O)c1cccnc1NC(=O)c1ccccc1 | -2
O=C(C1CCCN(C2CCN(Cc3ccccc3)CC2)C1)N1CCc2[nH]ncc2C1 (stereo not given) | -4

Filtered by structure: the entries above with two or more sulfur atoms
SMILES | ROC1-CUL1 inh
Cc1nc(-c2ccccc2)sc1-c1ccc(SCC(=O)Nc2cccc(C(F)(F)F)c2)nn1 | -6
CS(=O)(=O)Nc1ccc(-c2nc3ccccc3s2)cc1 | -5
CCOC(=O)CSc1nc2sc3c(c2c(=O)n1-c1ccccc1)CC(C(C)C)OC3 (stereo not given) | -1
CN(Cc1ccc(F)cc1)S(=O)(=O)c1nnc(NC(=O)c2ccccc2)s1 | -4
CCN(CC)C(=O)c1sc(NC(=O)c2cc(-c3ccc(C)s3)nc3ccccc23)c(C#N)c1C | -5
Cc1ccccc1C(=O)Nc1ccc(S(=O)(=O)N2CCC(c3nc4ccccc4s3)CC2)cc1 | -3
CC(=O)Nc1ccc2nc(SCCOc3cc(C)cc(C)c3)sc2c1 | -3
C=CCNS(=O)(=O)c1ccc(NS(C)(=O)=O)cc1 | -7
COc1ccc(-n2c(SCCc3ccccc3)nc3sc4c(c3c2=O)CCC(C(C)(C)C)C4)cc1 (stereo not given) | -3
Cc1nc2sccn2c(=O)c1S(=O)(=O)Nc1ccc(N2CCOCC2)c(Cl)c1 | 6
CCOC(=O)C1=C(C(=O)OCC)SC2(S1)C(C(=O)OCC)=C(C(=O)OCC)SC1=C2c2ccc(C)cc2N(C(C)=O)C1(C)C | -5
O=C(CSc1nc(-c2cccs2)nc2cc(=O)[nH]n12)Nc1ccc(F)cc1 | 5
CSc1nn(Cc2cccc(Cl)c2)c(N(C(C)=O)C(C)=O)c1S(=O)(=O)c1ccccc1 | -5

Next records follow:
SMILES | ROC1-CUL1 inh
Cc1nncn1-c1ccc(C(=O)Nc2cc(F)ccc2F)cc1 | -1
CCN(CC)c1ccc(/C=N/NC(=O)Cc2csc(Nc3cccc(C(F)(F)F)c3)n2)cc1 | 18
Cc1cc2c(c(=O)o1)C(c1ccc(OCc3ccccc3)cc1)C(C#N)C(=N)O2 (stereo not given) | 3
O=C(NCc1ccc(Cl)cc1)C1=Cc2cc(Br)ccc2OC1 | 8
O=C1c2ccccc2N=C(c2ccccc2)C1c1ccccc1 (stereo not given) | 5
Cc1cc(C)c2nc(C)cc(Nc3ccc(Br)cc3)c2c1 | 5
O=C(Nc1ccc(Cl)c(Cl)c1)C1(c2ccccc2)CC1(Cl)Cl (stereo not given) | 1
COCCN(CC1CCN(Cc2ccccc2OC)CC1)C(=O)C1CC12CCC2 (stereo not given) | 1
CC(=O)N1CCc2cc(S(=O)(=O)NC(CC(C)C)C(=O)Nc3cc(C)cc(C)c3)ccc21 (stereo not given) | -4
O=C(Nc1ncn[nH]1)c1cccnc1Cl | -8
COc1cc(C2c3c(n[nH]c3C)OC(=N)C2C#N)cc(OC)c1O (stereo not given) | -6
CCCCCSc1nnc2c(n1)OC(c1ccc(N(C)C)cc1)N(C(C)=O)c1ccccc1-2 (stereo not given) | -3
CC1=C(C#N)C(=O)N(Cc2ccccc2)C(=O)C1C=Nc1nonc1-c1noc(-c2ccccc2)n1 (stereo not given) | 3
Cc1ccc(C(=O)NC(=S)Nc2ccc(F)c([N+](=O)[O-])c2)cc1C | 2
COc1cc(C(=O)NNC(=O)CCCCC(=O)NNC(=O)c2cc(OC)c(OC)c(OC)c2)cc(OC)c1OC | 2
Cc1cccc(N(C)S(=O)(=O)c2cc3c(cc2Cl)NC(=O)CO3)c1 | -1
CCN1CCCN(C(=O)c2cc(-c3cn[nH]c3)nc3c(C)cccc23)CC1 | 6
Cc1ccc(NC(=O)C(CCC(N)=O)NC(=O)OCc2ccccc2)cc1C (stereo not given) | 2
CCOC(=O)Cn1c(=O)oc2cc(S(=O)(=O)N3CCC(C(=O)OCC)CC3)ccc21 | -11
CC(=O)c1ccc(NC(=O)c2ccc3c(c2)N(Cc2cccc(Cl)c2)C(=O)c2ccccc2S3(=O)=O)cc1 | 0
CN(CC1CCCN(CCc2ccc(Cl)cc2)C1)C(=O)CCn1cncn1 (stereo not given) | 2
CCN1CCN(c2ccc(C(=O)NCCCc3ccc(OC)cc3)cn2)CC1 | 2

Screening data (PubChem)

An excerpt, so the mix of outcomes need not match the whole.
